Screens (PubChem BioAssay)
RGS4 pot: RGS4 potentiators or activators, primary screen, cell-based, HEK293 M3R inducible RGS4, calcium flux | carbachol calcium flux Fluo4; stronger effect = lower value | B-score at 10 µM | actives 0.92% (n = 310,000);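 active means B-score of the integrated calcium signal more than 4 SD below the library mean, with starting fluorescence not abnormally high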;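 further: negative B-score means reduced calcium response which marks RGS4 activation or potentiation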
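Test system: HEK293 cells with stable M3R and inducible RGS4; also added: carbachol at ECmax as muscarinic agonist stimulus; schedule: dye loading 30 min 37 °C, buffer rest 30 min RT; technique: kinetic calcium fluorescence imaging with Fluo4-AM dye, 2 µM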
PolyA inh: polyadenylation inhibitors in yeast reporter cells, primary screen, luminescence, S. cerevisiae | S. cerevisiae SKY197-pL101 polyadenylation reporter, beta-gal luminescence; efflux-impaired pdr1/pdr3 knockout yeast; score 100 = 6 SD above DMSO | calls only at 12 µM | actives 0.02% (n = 300,000) | AID 1875, 2009;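 active means lowest replicate activity score at least 50, where 100 means six control SD above control mean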;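 further: yeast exposed to compound for 9 h at 30 °C; higher score means more reporter readthrough which indicates perturbed polyadenylation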
KCNQ1 pot: potentiators or activators of KCNQ1 channel, primary screen, cell-based, thallium flux, high-throughput; Potassium voltage-gated channel subfamily KQT member 1 (Homo sapiens), P51787; CHO-K1 KCNQ1, thallium flux FluxOR fluorescence; stronger effect = higher value; B-score at 10 µM; actives 0.35% (n = 310,000); AID 2648, 2010;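 active means fluorescence ratio B-score, a plate-corrected score, at least three library SD, with initial intensity B-score within 5 SD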
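assay system = KCNQ1-transfected CHO-K1 cells | medium = assay buffer with matched DMSO | probe or stimulus = depolarizing K+/Tl+ stimulus, K2SO4 and Tl2SO4 each 12.5 mM in 5x stock | dosing = single dose | incubation = dye 90 min, compound 20 min, room temperature | detection = kinetic FluxOR fluorescence, 10 s baseline plus 110 s post-stimulus | evaluation = ratio B score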
hERG rescue: hERG rescue from dofetilide block, primary screen, cell-based, CHO-hERG, FluxOR thallium flux, dofetilide IC70; Voltage-gated inwardly rectifying potassium channel KCNH2 (Homo sapiens), Q12809; dofetilide IC70 present; activation (rescue from dofetilide block), less the hit threshold, % at 10 µM; actives 0.51% (n = 310,000); AID 1511, 2009;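 active means activation above the mean of controls blocked by dofetilide plus 5 SD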;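 further: thallium influx through hERG after potassium depolarization seen as dye fluorescence rise; in these data hits start at about 4.7%; inactives centre near -7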
RGS4 block: RGS4 inhibitors, primary screen, cell-based, HEK293 M3R inducible RGS4, calcium flux. Regulator of G-protein signaling 4 (Homo sapiens), P49798. Fluo-4 calcium flux; stronger effect = higher value; triggered by carbachol at its EC20. B-score at 10 µM. actives 0.45% (n = 310,000);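 active means B-score, a plate-corrected calcium signal, over three deviations above library mean, with baseline fluorescence within five deviations of library mean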;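 further: RGS4 expression induced by doxycycline in cells with stable M3 receptor; B-score is computed from the integrated fluorescence ratio over baseline after carbachol; higher B-score means a larger calcium signal and so more RGS4 inhibition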
Target sequence (P49798 whole entry, looked up): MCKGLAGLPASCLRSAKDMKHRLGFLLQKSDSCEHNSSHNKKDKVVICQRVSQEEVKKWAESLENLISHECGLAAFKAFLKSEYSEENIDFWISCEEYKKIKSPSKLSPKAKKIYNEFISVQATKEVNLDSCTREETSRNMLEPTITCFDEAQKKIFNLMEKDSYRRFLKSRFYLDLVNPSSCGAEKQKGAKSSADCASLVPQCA
KCNQ1 block: inhibitors of human KCNQ1 channel, primary screen, cell-based, thallium flux, high-throughput; CHO-K1 KCNQ1, FluxOR thallium flux fluorescence; stronger effect = higher value; B-score at 10 µM; actives 1.3% (n = 310,000);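 active means compounds whose thallium flux B-score, printed positive for inhibition, exceeds three library SD while starting fluorescence stays within three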;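 further: channel opened by potassium depolarization with thallium stimulus after 20 min compound exposure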
KCNK3 block: human KCNK3 channel inhibitors, primary screen, CHO cells, FluxOR thallium flux, B-score; AID 602410, 2012; FluxOR fluorescence; stronger effect = lower value; B-score at 10 µM; Potassium channel subfamily K member 3 (Homo sapiens), O14649; actives 0.84% (n = 340,000);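 active means B-score under library mean minus 4 SD, starting fluorescence ratio at most library mean plus 5 SD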;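 further: more negative B-score means stronger inhibition of thallium flux through KCNK3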
GSK3beta inhib: human GSK3beta kinase inhibitors, primary screen, biochemical, cell-free homogeneous, HTS | GST-GSK3beta kinase, ADP-Glo luminescence, 60 min; stronger effect = lower value | actives 0.038% (n = 300,000) | activity score (negative = inhibition), % at 10 µM | AID 2097, 2009 | Glycogen synthase kinase-3 beta (Homo sapiens), P49841;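 active means more than half of replicate wells score below -50%, meaning over 50% inhibition versus plate controls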;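 further: 0% = median DMSO wells and -100% = median GW8510 positive control wells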
Target sequence (P49841 whole entry, looked up): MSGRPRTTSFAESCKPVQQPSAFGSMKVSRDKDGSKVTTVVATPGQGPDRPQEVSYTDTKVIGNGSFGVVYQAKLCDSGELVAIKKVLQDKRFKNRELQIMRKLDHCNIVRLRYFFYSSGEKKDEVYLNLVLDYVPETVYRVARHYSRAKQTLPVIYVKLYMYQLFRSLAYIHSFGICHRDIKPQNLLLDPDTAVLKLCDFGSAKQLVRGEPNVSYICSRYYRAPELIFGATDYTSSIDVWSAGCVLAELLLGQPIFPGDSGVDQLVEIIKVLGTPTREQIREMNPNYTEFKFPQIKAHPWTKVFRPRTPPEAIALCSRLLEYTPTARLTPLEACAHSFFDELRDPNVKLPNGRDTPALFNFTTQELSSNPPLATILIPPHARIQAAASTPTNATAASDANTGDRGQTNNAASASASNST
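test system = GST-tagged human GSK3beta kinase, cell-free | reagent = 25 µM ATP with peptide substrate | dosing = one dose of 10 µM per compound | schedule = 60 min reaction, RT | detection = luminescent ADP-Glo measurement of ADP formed | control set = DMSO neutral wells and GW8510 at 20 µM as positive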
GSK3 alpha inh: blockers of GSK3A enzyme activity – biochemical, luminescence, cell-free homogeneous, HTS, primary screen; Glycogen synthase kinase-3 alpha (Homo sapiens), P49840; GSK-3 alpha kinase, ADP-Glo luminescence, 60 min; inhibition, % at 10 µM; actives 0.1% (n = 320,000);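 in the data active means inhibition above about 50%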;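 further: GST-tagged GSK-3 alpha with peptide substrate and 25 µM ATP; 0% = DMSO neutral wells and 100% = GW8510 positive control wells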
KCNK9 inh: KCNK9 potassium channel inhibitors, primary screen, HEK293 cells, thallium flux | FluxOR thallium flux fluorescence; stronger effect = lower value | actives 1.2% (n = 310,000) | B-score at 10 µM | Potassium channel subfamily K member 9 (Homo sapiens), Q9NPC2;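 active means ratio B-score over 3 SD below the library mean, with starting fluorescence within 5 SD of its mean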;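 further: negative B-score means less thallium flux so channel inhibition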
Target sequence (Q9NPC2 whole entry, looked up): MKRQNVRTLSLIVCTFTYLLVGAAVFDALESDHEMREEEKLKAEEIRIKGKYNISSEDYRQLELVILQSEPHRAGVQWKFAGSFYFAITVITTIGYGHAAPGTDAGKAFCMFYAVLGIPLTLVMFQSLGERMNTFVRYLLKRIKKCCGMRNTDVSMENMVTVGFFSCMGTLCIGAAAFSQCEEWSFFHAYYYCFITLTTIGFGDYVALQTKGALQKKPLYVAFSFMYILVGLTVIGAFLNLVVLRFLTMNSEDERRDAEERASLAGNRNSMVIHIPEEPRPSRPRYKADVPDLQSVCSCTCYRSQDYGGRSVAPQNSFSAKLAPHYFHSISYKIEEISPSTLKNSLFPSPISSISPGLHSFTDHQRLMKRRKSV
DYRK1A inh: rat Dyrk1A kinase inhibitors, primary screen, biochemical, single point, plate reader. Dual specificity tyrosine-phosphorylation-regulated kinase 1A (Rattus norvegicus), Q63470. ADP-Glo luminescence, NFATc1 peptide. inhibition, % at 12.5 µM. actives 0.43% (n = 310,000). AID 504441, 2011; in the data active means inhibition above about 50%;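 further: plate controls were vehicle with enzyme for no effect and no enzyme for full effect; many of its hits are not listed in these tables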
* hit, by the source's call; i = inactive; x = no result given; & = joins results of further samples. Not all compounds are listed (hit frequency here may not be typical).

SMILES	RGS4 pot	PolyA inh	KCNQ1 pot	hERG rescue	RGS4 block	KCNQ1 block	KCNK3 block	GSK3beta inhib	GSK3 alpha inh	KCNK9 inh	DYRK1A inh
COC(=O)Cc1cc(=O)[nH]c(/N=C(\N)Nc2cccc(C)c2)n1	i	i	i	-2	i	i	i	3	-1	i	x
CCc1cc(C)c(O)c(CC)n1	i	i	i	-4	i	i	i	-1	3	i	-5
COc1cc(C#N)c(NS(=O)(=O)c2ccc3[nH]c(=O)sc3c2)cc1OC	i	i	i	-5	i	i	i	0	-2	i	7
COC(=O)c1[nH]c2cc(C)ccc2c1NC(=O)CN1CCN(c2ccccc2OC)CC1	i	i	i	-12	i	i	i	-4	0	i	-1
COc1ccc(CN2CCN(Cc3cc(=O)oc4cc(C)ccc34)CC2)c(OC)c1OC	i	i	i	-11	i	i	i	1	-3	i	3
CC(C)c1ccc(NC2CCCN(C(=O)c3ccoc3)C2)cc1 (stereo not given)	i	i	i	-4	i	i	i	3	-1	i	-3
COc1ccc(OCC2CCNCC2)cc1	i	i	i	-3	i	i	i	0	-1	i	0
Cc1cc(C(=O)N2CCN(c3ccc([N+](=O)[O-])cc3)CC2)n[nH]1	i	i	i	-5	i	i	i	-4	0	i	x
CN1CCN(c2ccccc2NC(=O)c2ccc(N3CCCCC3)c([N+](=O)[O-])c2)CC1	i	i	i	-7	i	i	i	4	2	i	0
Cc1ccc(Cl)cc1N(CC(=O)NC1CCCCC1)S(C)(=O)=O	i	i	i	-6	i	i	i	1	-6	i	-3
Cc1nc(N(C)C)c2sc(=S)n(Cc3ccccc3)c2n1	i	i	i	-6	i	i	i	3	1	i	5
COc1ccc(OC)c(Cc2nnc(CCC(=O)NC3CCCCCCC3)o2)c1	i	i	i	-5	i	i	i	1	0	i	-4
O=C(O)Cc1nn(Cc2ccc(Cl)cc2)c(=O)c2ccccc12	i	i	i	-3	i	i	i	1	9	i	5
Cc1c(C(=O)NCc2cccnc2)oc2c1C(=O)CC(C)(C)C2	i	i	i	-9	i	i	i	3	0	i	-3
O=C(Nc1ccccc1)N1CCN(c2nc3ccccc3s2)CC1	i	i	i	-7	i	i	i	-2	-1	i	0
COc1cc(OC)cc(C(=O)NC(C(=O)N2CCc3ccccc3C2)C(C)C)c1 (stereo not given)	i	i	i	-6	i	i	i	0	-1	i	-1
Cc1noc(C)c1CSc1ccccc1C(=O)OC(C)C(N)=O (stereo not given)	i	i	i	-3	i	i	i	1	-2	i	8
N#C/C(=C\c1cc(Cl)ccc1O)C(=O)NC1CCCCC1	i	i	i	-8	i	i	i	1	1	i	4
CC(C)N1CC(C(=O)Nc2ccccc2)CC1=O (stereo not given)	i	i	i	-6	i	i	i	3	0	i	-3
O=C(COc1cccc(Oc2ccccc2)c1)Nc1ccc(SC(F)F)cc1	i	i	i	-4	i	i	i	-1	-1	i	-7
CC(C)C1=CC2=CCC3C(C)(C(=O)O)CCCC3(C)C2CC1 (stereo not given) (tested in a mixture with another compound)	i	i	i	-8	i	i	x	-2	-1	i	x
CCC(=O)N1CCc2cc(S(=O)(=O)CCC(=O)NCc3ccc4c(c3)OCO4)ccc21	i	i	i	-7	i	i	i	0	-1	i	10
C[C@H](NC(N)=O)C(=O)Nc1ccc(OCc2ccccc2)cc1	i	i	i	-13	i	i	i	1	0	i	-6
CC(C)NC(=O)CCCOc1ccc(Cl)cc1Cl	i	i	i	-5	i	i	i	3	-1	i	2
CCCCn1c(SCc2nc(N)nc(Nc3ccccc3C)n2)nc2ccccc2c1=O	i	i	i	-4	i	i	i	2	0	-9.5*	10
Cc1ccc2sc(NC(=O)CN3C(=O)c4ccccc4C3=O)nc2c1C	i	i	i	-7	i	i	i	-2	-1	i	18
Cc1ccc(C2=N/C(=C\c3cccs3)C(=O)N2Nc2ccccc2)cc1	i	i	i	-14	i	i	i	-1	-3	i	-3
COC(=O)c1cc(Br)ccc1NC(=O)Nc1ccccc1	i	i	i	-9	i	i	i	2	-2	i	-4
CNC(=S)Nc1ccc(Cc2ccncc2)cc1	i	i	i	-1	i	i	i	0	-4	i	12
COc1ccc(-c2onc(C)c2-c2cscn2)c(O)c1	i	i	i	-21	i	i	i	4	0	i	7

Reformatted bar-delimited: 3 of the compounds above.
Compound | RGS4 pot | PolyA inh | KCNQ1 pot | hERG rescue | RGS4 block | KCNQ1 block | KCNK3 block | GSK3beta inhib | GSK3 alpha inh | KCNK9 inh | DYRK1A inh
Cc1noc(C)c1CSc1ccccc1C(=O)OC(C)C(N)=O (stereo not given) | i | i | i | -3 | i | i | i | 1 | -2 | i | 8
C[C@H](NC(N)=O)C(=O)Nc1ccc(OCc2ccccc2)cc1 | i | i | i | -13 | i | i | i | 1 | 0 | i | -6
CC(C)C1=CC2=CCC3C(C)(C(=O)O)CCCC3(C)C2CC1 (stereo not given) (tested in a mixture with another compound) | i | i | i | -8 | i | i | x | -2 | -1 | i | x

The results go on:
SMILES	RGS4 pot	PolyA inh	KCNQ1 pot	hERG rescue	RGS4 block	KCNQ1 block	KCNK3 block	GSK3beta inhib	GSK3 alpha inh	KCNK9 inh	DYRK1A inh
Cc1cc(C)c(NC(=O)CN2CCN3CCCC3C2)c(C)c1 (stereo not given)	i	i	i	-7	i	i	i	-1	-1	i	-3&1
Cc1nnc(SCC(=O)c2ccccc2F)n1Cc1ccccc1	i	i	i	-4	i	i	i	0	-1	i	3
O=C(O)c1cccnc1Sc1ccc(Br)cc1	i	i	i	0	i	i	i	2	0	i	-4
O=[N+]([O-])c1ccc(S(=O)(=O)Nc2ccc3c(c2)OCCO3)cc1	i	i	i	-10	i	i	i	1	6	-8.1*	16
Cc1cccc2[nH]c(SCC(=O)O)nc12	i	i	i	-3	i	i	i	1	-3	i	-2
CC(=O)c1cccc(NC(=O)c2cc(C)no2)c1	i	i	i	-7	i	i	i	1	-3	i	9
Cc1cc(C)cc(OCC(=O)NNC(=S)NC(=O)C2CC2)c1	i	i	i	-11	i	i	i	1	-2	i	4
COc1cc(/C=C/c2cc[n+](C)cc2)ccc1OCC(=O)Nc1ccc(Cl)c(Cl)c1	i	i	i	-12	i	i	i	-18	35	i	35
O=C(c1ccccc1)c1cnc(Nc2ccc(Cl)c(Cl)c2)s1	i	i	i	-6	i	i	i	-1	-2	i	-3
c1ccc(C2(c3ccccc3)OCC(Cn3cncn3)O2)cc1 (stereo not given)	i	i	i	-14	i	i	i	-3	2	i	-2
O=C(COc1ccc(Cl)cc1Cl)NCc1ccco1	i	i	i	-4	i	i	i	-1	x	i	-2
O=C1NCCN1CCNS(=O)(=O)c1cc(C(F)(F)F)cc(C(F)(F)F)c1	i	i	i	-9	i	i	i	1	0	i	-5
O=C(c1cnn2c(C(F)F)cc(C3CC3)nc12)N1CCc2ccccc2C1	i	i	i	-16	i	i	i	1	2	i	10
CC(=O)c1sc(NC(=O)CCNC(=O)c2ccco2)nc1-c1ccccc1	i	i	i	-8	i	i	i	-49	50	i	1
C=CCn1c(N)c(-c2nc3ccccc3n2C)sc1=S	i	i	i	-10	i	i	i	2	1	i	15
S=c1[nH]nc(Cc2ccc(Cl)cc2)n1-c1ccc2c(c1)OCCO2	i	i	i	-1	i	i	i	1	-3	i	-5
Cc1cc(OCC(=O)NCCCN(C)C)cc(C)c1Br	i	i	i	-7	i	i	i	3	-1	i	17
Cc1ccc(OCC(=O)Nc2cccc(C)n2)c(C)c1	i	i	i	-8	i	i	i	3	-2	i	-1
O=[N+]([O-])c1ccc(O)c(/C=N/NC(=S)Nc2ccc(Cl)cc2Cl)c1	i	i	i	-8	14*	i	i	-1	-4	i	1
O=C(Nc1ccc([N+](=O)[O-])cn1)c1ccc(Br)o1	i	i	i	-4	i	i	i	2	0	i	1
O=C(NCC(c1ccc(F)cc1)N1CCOCC1)c1c(F)cccc1F (stereo not given)	i	i	i	-12	i	i	i	0	-4	i	1
Cc1ccc(S(=O)(=O)/N=C/c2ccco2)cc1	i	i	i	3	i	i	i	2	-2	i	-2
CCOc1ccc(S(=O)(=O)Nc2cc(SCC(=O)O)c(O)c3ccccc23)cc1	i	i	i	-6	i	i	i	-7	-2	i	6
COc1ccc(NC(=O)CSc2nc(NS(=O)(=O)c3ccccc3)cc(=O)[nH]2)cc1	i	i	i	-13	i	i	i	2	0	i	-4
CCC1CCc2c(sc(NC(=O)c3ccoc3C)c2C(N)=O)C1 (stereo not given)	i	i	i	-6	i	i	i	0	-7	i	x
O=C(NCCCl)NNc1c(Cl)cc(Cl)cc1Cl	i	i	i	-12	i	i	i	0	-6	i	3
Cc1cc(C)n(-c2nc(NCc3cccnc3)c3c4c(sc3n2)COC(C)(C)C4)n1	i	x	i	-10	i	i	i	2	1	i	13
COc1ccc(C(CNC(=O)c2cc(F)c(F)c(F)c2F)N2CCOCC2)cc1 (stereo not given)	i	i	i	-9	i	i	i	0	-2	i	1
